# Assay outcomes from PubChem BioAssay.
# HepG2 viability: HepG2 cytotoxicity, counter-screen for TGF-b inhibitors. HepG2 CAGA-GFP viability, ATP luminescence, 18 h. Potency, µM (titrated, usually from 46.1 µM), for the others: at the highest dose activity change, negative = cytotoxicity, most hits filed as cytotoxic. 0.76% of 410,000 active. AID 588856; note: potency is the fitted concentration of half-maximal effect; some results filed as inactive show a strong effect at the top dose
#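 HepG2 CAGA-GFP cells (1000/well, DMEM with 1% FBS) received compound, then TGF-beta at 500 pg/mL final, and were incubated 18 hours at 37 degrees C. Viability was read by CellTiter-Glo luminescence. Media-only wells were set as complete cell-killing and DMSO as no toxicity.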
# TGFb inhibitor: inhibitors of TGF-b signaling. HepG2 CAGA-GFP TGF-b/SMAD3 reporter, GFP fluorescence, 18 h; TGF-beta stimulated, 500 pg/mL final. Potency, µM (highest dose often 46.1 µM), without a hit: at the highest dose activity, negative = inhibition, usual class: inhibitors. 1.2% of 410,000 active. AID 588855; note: potency is the fitted concentration of half-maximal effect; % is set by controls: 0 for no effect and ±100 for the full control effect; nearly all actives have a fitted effect of over 65% in size
#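 HEPG2 CAGA-GFP cells (1000/well, DMEM with 1% FBS) were pre-incubated 2 h at 37 degrees C, given compound by pin tool, then stimulated with TGF-beta at 500 pg/mL final for 18 h before per-cell GFP fluorescence imaging.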
# Nrf2 ARE act: Nrf2 pathway activation; Potency, µM (series often up to 46.1 µM), without a hit: at the highest dose activation, most hits filed as activators; 0.31% of 410,000 active; AREc32 ARE-luciferase reporter (MCF7-derived line), luminescence, 24 h; note: potency is the fitted concentration of half-maximal effect; % of control where 0% means no effect; nearly all actives have a fitted effect of over 65% in size
#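 ARE-driven firefly luciferase activity in AREc32 cells measured after a 24 hr compound exposure at 37 deg C, using Steady-Glo reagent and a 30 min room-temperature hold.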
# MCF10A rerep: DNA re-replication induction in MCF 10a cells; MCF 10A DNA re-replication, Hoechst nuclear intensity, 48 h; Potency, µM (top dose mostly 46.1 µM), for inactives: top-dose activity, positive = re-replication, hits mostly activators; 2.9% of 350,000 active; AID 624296; note: potency is the fitted concentration of half-maximal effect; % of control where 0% means no effect; nearly all actives have a fitted effect of over 50% in size
# IL-1B inflam inh: inhibitors of inflammasome signaling (IL-1 beta secretion); 4.7% of 360,000 active; THP-1 LPS/ATP IL-1B secretion, AlphaLISA, 16 h; hits give low values; activity change, % at 57.5 µM; in the data active = activity change below about -50%; inconclusive = mostly about -30% to -49%; note: % is set by controls: 0 for no effect and ±100 for the full control effect
#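 Secreted IL-1B measured by AlphaLISA bead assay after 16 h compound exposure of THP-1 cells; compounds (final up to 57.5 uM) added 1 h before LPS (250 ng/mL) and ATP (1.25 mM) stimulation; lower signal means less secretion.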
# A549 tox: kills or reduces viability of A549 cells in Nrf2 counter-screen; A549 ARE-Fluc cells, CellTiter-Fluor viability, 18-24 h; Potency, µM (series often up to 46 µM), without a hit: top-dose activity change, negative = cytotoxicity, usual class: inhibitors; 0.16% of 390,000 active; note: potency is the fitted concentration of half-maximal effect; % is set by controls: 0 for no effect and ±100 for the full control effect
#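 Cytotoxicity counterscreen: CellTiter-Fluor fluorescence was measured in A549 ARE_Fluc cells after 18-24 h of compound exposure in a concentration series. The subsequent BugLite luminescent read reports ARE-luciferase activity.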
# ATXN2 expr inh: ATXN2 expression inhibition; HEK-293 ATXN2-luciferase reporter, luminescence, 24 h; Potency, µM (top dose mostly 57 µM), inactives show at the highest dose activity change, negative = inhibition, most hits filed as inhibitors; 0.72% of 360,000 active; AID 1745845; note: potency is the fitted concentration of half-maximal effect; % is set by controls: 0 for no effect and ±100 for the full control effect; nearly all actives have a fitted effect of over 55% in size
#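 qHTS (up to 57 uM final) was run with 24 h compound exposure of reporter cells at 37 °C. Each well was multiplexed: SteadyGlo luminescence measured ATXN2-luciferase expression after a fluorogenic Gly-Phe-AFC viability readout (25 uM final).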
# Nrf2 block: blocks Nrf2 signaling; AID 504444; Potency, µM (top dose mostly 46 µM), for the others: at the highest dose activity change, negative = inhibition, usual class: inhibitors; 2.1% of 360,000 active; A549 ARE-Fluc reporter, luciferase luminescence, 18-24 h; note: potency is the fitted concentration of half-maximal effect; % is set by controls: 0 for no effect and ±100 for the full control effect; nearly all actives have a fitted effect of over 60% in size
#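 Concentration-response testing used A549 ARE_Fluc cells at 5000 cells/well. Following an 18-24 h compound incubation, viability was read by fluorescence (Ex 405/Em 525) and luciferase output by luminescence.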
# S2 tox: cell viability loss in ATXN counter-screen; S2 cells (HEK-293 line with an ATXN2-luciferase reporter) viability, CellTiter-Fluor protease fluorescence, 24 h; Potency, µM (highest dose often 56.7 µM), hits mostly cytotoxic; 0.49% of 400,000 active; note: potency is the fitted concentration of half-maximal effect; nearly all actives have a fitted effect of over 40% in size
# * hit, by the source's call; i = inactive; ? = inconclusive; . = not tested or not shown; [ ] = dose if it differs, or a comment. Unless noted, calls come from the whole dose curve; as a rule, active = well fitted curve in the direction sought with a large enough effect; inconclusive = small, poorly fitted or top-dose-only effect, or another doubt; inactive = no such curve, though single readings can be large; an effect the other way counts as inactive or inconclusive.
# Values run as follows: IL-1B inflam inh, S2 tox, Nrf2 block, HepG2 viability, Nrf2 ARE act, A549 tox, MCF10A rerep, TGFb inhibitor, ATXN2 expr inh
COc1ccc(CCNC(=O)COC(=O)Cc2ccccc2)cc1
  0, i, -8%, -4%, 3.1%, 3%, 2%, -2%, -1%
CCOc1ccc(-c2cc(C)[n+](CCN3CCOCC3)c(-c3ccc(OCC)cc3)c2)cc1
  ., i, -20%, 2%, 0.0%, -2%, 15%, 3%, -6%
O=C(NCC1=C(c2ccc3ccccc3c2)C[C@@H]2CC[C@H]1N2Cc1ccco1)c1ccncc1
  -8, i, ., -46%, 4.9%, ., ., ?, 5%
CCCC[n+]1cc(=N)o[n-]1
  13, i, 24%, 8%, -0.3%, 11%, -2%, 2%, 14%
CCc1nnc(NC(=O)CCc2nc(C3=CCN(C)CC3)no2)s1
  -54*, i, -29%, -7%, -0.6%, 4%, ?, 5%, -4%
O=C(O)c1ccccc1SCC(=O)N1c2ccccc2Sc2ccccc21
  16, i, 3%, 5%, ?, -8%, ?, ?, 29%
O=S1(=O)N(Cc2ccc(F)cc2)CCCN1Cc1ccccc1Cl
  -7, i, -3%, -3%, 0.2%, 9%, ?, 0%, 1%
O=C(Nc1cccc2ccccc12)N1Cc2ccccc2-n2nncc2C1
  25, i, ., 0%, 7.9%, ., ., 0%, 3%
Cc1ccccc1O
  -5, i, 8%, -7%, -0.1%, 5%, -1%, ?, -7%
CC(=O)C1C2c3ccccc3OC1(C)N=c1s/c(=C/c3cn(C)nc3C)c(=O)n12 (centres undefined)
  -13, i, -8%, 1%, 0.7%, -14%, -1%, 0%, 12%
CN(C)P(=O)(CCl)Nc1ccccc1 (centres undefined)
  0, i, -21%, 13%, -0.8%, -4%, -4%, 2%, 1%
Cc1cc(C)c(-n2c(O)c(/C=N/N3CCCCC3c3cccnc3)c(=O)[nH]c2=O)c(C)c1 (centres undefined)
  41, i, 25%, 2%, 0.1%, -3%, -5%, 9%, -3%
O=c1[nH]c2ccccc2n1C1CCN(C(c2cccs2)c2nnnn2-c2ccc3c(c2)OCCO3)CC1 (centres undefined)
  18, ?, ., -6%, 0.0%, ., ., 11µM*, ?
CCn1cc(/C=c2/sc3n(c2=O)C2c4ccccc4OC(C)(N=3)C2C(=O)OC)c(C)n1 (centres undefined)
  18, i, -7%, 7%, 0.2%, 0%, 0%, -16%, -2%
O=C1N(c2nncs2)CCN1[N+](=O)[O-]
  17, i, 10%, 2%, -1.0%, 0%, 4%, 5%, .
C[C@]12CC[C@@H](O)CC1=CC(=O)C1C2CC[C@]2(C)C(=O)[C@H](O)CC12 (some centres undefined)
  4, i, ., -14%, -1.1%, ., ., 2%, .
CCOP(=O)(OCC)c1cccc(O)c1
  0, i, 7%, 12%, -0.4%, -1%, ?, 13%, -28%
CCS(=O)(=O)NCc1nnc2n1-c1ccc(Cl)cc1C(c1ccccc1)=NC2
  15, i, 7%, 1%, -0.6%, 3%, -1%, 6%, -14%
COc1ccc(CCNCc2ccc3c(c2)n(C)c(=O)n3C)cc1
  ., i, -19%, 5%, 0.7%, -18%, ., 10%, 3%
O=C(Nc1ccc(Cl)cc1C(=O)c1ccccc1)c1ccc(Br)o1
  -15, i, -30%, -10%, 0.0%, -21%, -1%, -7%, -23%

# The closing 2 entries of the part before come first, to join the parts.
# Values run as follows: IL-1B inflam inh, S2 tox, Nrf2 block, HepG2 viability, Nrf2 ARE act, A549 tox, MCF10A rerep, TGFb inhibitor, ATXN2 expr inh
COc1ccc(CCNCc2ccc3c(c2)n(C)c(=O)n3C)cc1
  ., i, -19%, 5%, 0.7%, -18%, ., 10%, 3%
O=C(Nc1ccc(Cl)cc1C(=O)c1ccccc1)c1ccc(Br)o1
  -15, i, -30%, -10%, 0.0%, -21%, -1%, -7%, -23%
CCOc1cc2c(cc1OCC)-n1cccc1C(c1c(O)cccc1OC)NC2 (centres undefined)
  -68*, i, ?, -13%, 5.0%, -3%, ?, 0%, -32%
CCOC(=O)N1CCN(C(C)C(=O)c2c[nH]c3ccccc23)CC1 (centres undefined)
  32, i, -24%, -10%, 2.2%, -18%, 21%, -5%, -1%
O=C(CNC(=O)OCc1ccccc1)Nc1ccc(Br)cc1C(=O)c1ccccc1
  ?, i, ?, 3%, 1.5%, -20%, ?, ?, 6%
O=c1cc(-c2ccc(Cl)cc2)oc(=O)[nH]1
  36, i, 8%, 3%, -0.6%, ?, 0%, -5%, .
Clc1cccc(Cl)c1Cl
  -13, i, 5%, -5%, -1.2%, -3%, -2%, -2%, 2%
CC[C@H]1CN2CC[C@@]3(C(=O)Nc4ccccc43)[C@@H]2C[C@@H]1/C(=C\OC)C(=O)OC
  -1, i, 1%, -24%, -0.9%, 14%, -10%, 5%, 10%
CC(C)CCNC(=O)c1c(N)n(Cc2ccc3c(c2)OCO3)c2nc3ccccc3nc12
  ?, i, 21µM*, -3%, 0.1%, 16µM*, ?, 2%, ?
CC1(C)C(c2ccccc2)=NC(c2cccnc2)=[N+]1[O-]
  4, i, ., 3%, 5.7%, -2%, 1%, 0%, -13%
CN1C(=O)N(C)C(=O)C2(Cc3cc([N+](=O)[O-])ccc3N(C)C2)C1=O
  25, i, 3%, 4%, -0.4%, ?, -1%, -6%, 4%[11.3 µM]
O=c1cccc2n1CC1CC2CN(C(c2ccccc2)c2sc3ncnn3c2O)C1 (centres undefined)
  18, i, -23%, 5%, -0.2%, -13%, 0%, -12%, -12%
C/C(=N\NC(=S)Nc1ccccc1)c1c(O)n(C)c(=O)n(C)c1=O
  0, i, 3%, -8%, 3.4%, 6%, ?, -8%, 29%
C/C(=N\Nc1ccccc1)c1c(O)[nH]c(=O)[nH]c1=O
  38, i, -2%, -34%, 2.6%, -2%, ?, -1%, -15%
CCCCC[C@@H]1CCCCC[C@H](O)C[C@H](O)[C@@H](O)/C=C/C(=O)O1
  0, ?, ., ., 7.8%, ., ., ., -5%
CCCC(c1nnnn1Cc1cccs1)N1CCN(c2nc3ccccc3s2)CC1 (centres undefined)
  -17, i, ?, -17%, 0.2%, -8%, 17%, -8%, -31%
Cc1cc(NC(=O)COC(=O)c2c(C)nn(Cc3ccccc3Cl)c2C)no1
  -11, i, 12%, -33%, -0.5%, 2%, ?, ?, -6%
O=c1[nH]c(=O)n(Cc2ccco2)c(O)c1C=NC1CCN(Cc2ccccc2)CC1
  34, i, -24%, 6%, -0.1%, 1%, 3%, -7%, -15%
COc1cc2c(cc1OC)C(C(=O)N1CCC3(CC1)OCCO3)C(c1ccccc1F)N(C)C2=O (centres undefined)
  26, i, 12%, 3%, 0.1%, -4%, ?, 9%, 0%
COCCNC(=O)c1ccc(N2CC3CC(C2)c2cccc(=O)n2C3)c([N+](=O)[O-])c1 (centres undefined)
  3, i, 1%, 8%, 0.2%, 3%, -3%, 2%, 6%
COc1ccc(CCNCc2c(OC)ccc3ccccc23)cc1
  -64*, i, -1%, -54%, -2.2%, -2%, 2%, -2%, .
CCCCCC(=O)N[C@@H](c1ccccc1)[C@@H](O)C(=O)O[C@H]1C[C@@]2(O)[C@@H](OC(=O)c3ccccc3)C3[C@](C)(C(=O)[C@H](O)C(=C1C)C2(C)C)[C@@H](OC1OCC(O)C(O)C1O)C[C@H]1OC[C@@]31OC(C)=O (some centres undefined)
  44, ?, 1%, 1%, -3.3%, -22%, ?, -10%, -19%
O=c1cccc2n1CC1CC2CN(CC(O)CN2CC3CC(C2)c2cccc(=O)n2C3)C1 (centres undefined)
  6, i, -4%, 2%, -0.1%, 2%, 7%, 105%[activator], 1%
O=c1[nH]c(=O)n(-c2ccc(F)cc2)c(O)c1/C=C1\C=Nc2ccccc21
  13, i, 16%, -2%, -0.4%, 3%, 5%, -2%, 8%
CC(C(=O)c1cn(C)c2ccccc12)c1ccccc1 (centres undefined)
  0, i, 1%, -2%, -0.9%, 1%, 15%, -14%, 4%
Fc1ccccc1N1CCN(Cc2ccc3c(c2)OCO3)CC1
  -4, i, 12%, 1%, -0.4%, 0%, 9%, 0%, 2%
CCN(CC)P(=O)(c1n(CC)cc[n+]1CC)N(CC)CC
  7, i, -15%, -13%, 3.0%, 7%, 1%, -29%, -22%
Cn1c(=O)n(C)c2cc([N+](=O)[O-])c(N3CCNCC3)cc21
  11, i, 7%, 11%, -0.2%, 2%, 1%, 5%, -4%
CN1CCN(c2ccc([N+](=O)[O-])c(N)c2)CC1
  -9, i, 13%, 5%, 2.0%, ?, ?, 8%, 5%
CC1CN2c3ccc([N+](=O)[O-])cc3CC3(C(=O)N(C)C(=O)N(C)C3=O)C2C(C)O1 (centres undefined)
  33, ?, 13%, 20%, 0.3%, -15%, 0%, 11%, -4%
Cc1ccsc1C(=O)C1CCCN(Cc2ccn[nH]2)C1 (centres undefined)
  10, i, 0%, -4%, -0.1%, 0%, -3%, -17%, .
CCC(C)C1N=C(c2ccccc2)c2cc(Cl)ccc2N(CC(=O)NCc2ccco2)C1=O (centres undefined)
  -10, i, -2%, 2%, 0.3%, -5%, -10%, 0%, -10%
CCCCn1c(CN2CCN(c3ccc(F)cc3)CC2)nc2c1c(=O)n(C)c(=O)n2C
  47, i, ?, -2%, -0.7%, 2%, -1%, -1%, 6%
COc1ccc2c(c1)c(C(=O)CN1CCC3(CC1)OCCO3)c(C)n2Cc1ccccc1
  -8, i, -8%, -21%, 3.7%, -6%, 12%, 1%, -1%
CN=C1CN(O)C(c2ccccc2)=c2cc(Cl)ccc2=N1
  0, i, 10%, -3%, -0.7%, -5%, 8%, 6%, 1%
Cc1ccccc1-n1nc(C)c2c1NC(=O)CSC2c1ccccc1C(F)(F)F (centres undefined)
  ., ?, 15%, -39%, 7.3%, 7%, ., ?, ?

# As entered above.
# Under ATXN2 expr inh, CCCCn1c(CN2CCN(c3ccc(F)cc3)CC2)nc2c1c(=O)n(C)c(=O)n2C is entered as 6%
# Under Nrf2 ARE act, CN=C1CN(O)C(c2ccccc2)=c2cc(Cl)ccc2=N1 is entered as -0.7%

# An excerpt; rates above refer to the full screens.
